KOR beta-arrestin-1 – KOR antagonists, beta-arrestin recruitment, cell-based, luminescence, uHTS (AID 1778) | 0.091% of 290,000 active | KOR beta-arrestin recruitment, luminescence, antagonist mode; higher % means a stronger effect | inhibition, % at 10 µM; hits with a dose series show IC50 in µM; in the data active = inhibition above about 50%; note: strong numbers were not always called active
KOR beta-arrestin-2 – KOR agonists, beta-arrestin recruitment, primary screen, cell-based, luminescence, uHTS (AID 1777); KOR beta-arrestin recruitment, luminescence; higher % means a stronger effect; 0.02% of 280,000 active; activation, % at 10 µM, or EC50 in µM where a hit was titrated; in the data active = activation above about 50%, passing the limit was not always enough; note: a part of the inactive calls stands beside numbers as strong as those of hits
GPR55 antagonists – GPR55 antagonists blocking LPI-driven arrestin recruitment, primary screen, imaging, U2OS, beta-arrestin-GFP, LPI agonist (AID 2013). 0.13% of 290,000 active. one-dose inhibition, % at 10 µM; IC50 in µM for titrated hits. U2OS GPR55 beta-arrestin-GFP translocation imaging, LPI antagonism; higher % means a stronger effect;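 active = spots per cell inhibited over 60%, with over 100 cells counted and total cytoplasm intensity under 500,000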;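 note: U2OS cells stably carrying GPR55 and arrestin-GFP stimulated by 5 µM LPI near EC80; imaged beta-arrestin-GFP aggregate spots per cell after agonist stimulation; plate controls were LPI-stimulated DMSO wells for no effect and DMSO wells without LPI for full effect; some results filed as inactive read as strong as hits; confirmed hits need IC50 under 10 µM and bright autofluorescent wells are also inconclusive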
GPR55 activation – GPR55 agonists via beta-arrestin recruitment, primary screen, imaging, U2OS cells, beta-arrestin-GFP redistribution (AID 1961); U2OS GPR55 beta-arrestin-GFP redistribution imaging; higher % means a stronger effect; activation, % at 10 µM; hits with a dose series show EC50 in µM; 0.048% of 290,000 active;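 active = activation above 40% with more than 50 cells counted in the well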;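 note: U2OS osteosarcoma cells stably expressing GPR55 and beta-arrestin-GFP; plate controls were DMSO negative control for no effect and LPI positive control for full effect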
AID2073 – disruptors of CaV2.2 binding to Mint1 – biochemical, HTRF (AID 2073); HTRF protein-protein interaction, Mint1-CaV2.2; higher % means a stronger effect; 0.19% of 290,000 active; inhibition, % at 20 µM, or IC50 in µM where a hit was titrated; in the data active = inhibition mostly above about 51%, no sharp cut-off; note: some results filed as inactive read as strong as hits
HIV fusion peptide – inhibitors of HIV fusion peptide binding, primary screen, biochemical, uHTS, fluorescence dequenching (AID 1986); one-dose inhibition, % at 20 µM; IC50 in µM for titrated hits; cell-free peptide binding, fluorescence dequenching, 30 min; higher % means a stronger effect; 0.3% of 290,000 active; in the data active = inhibition mostly above about 52%, no sharp cut-off; inactive = mostly below about 76%; note: some results filed as inactive read as strong as hits
NOD1 NF-kB reporter – inhibition of NOD1-driven NF-kB reporter – cell-based, luminescence, uHTS, primary screen (AID 1578). NOD1-driven NF-kB luciferase reporter cells, luminescence; higher % means a stronger effect. inhibition, % at 4 µM; hits with a dose series show EC50 in µM. 1% of 290,000 active; in the data active = inhibition mostly above about 36%, no sharp cut-off; inactive = mostly below about 34%;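 note: HEK-293T reporter cells stimulated with the NOD1 agonist gamma-tri-DAP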
GPR35 antagonists – GPR35 antagonists blocking zaprinast-driven arrestin recruitment, primary screen, imaging, U2OS, beta-arrestin-GFP, zaprinast agonist (AID 2058); U2OS GPR35 beta-arrestin-GFP translocation imaging, zaprinast antagonism; higher % means a stronger effect; 0.052% of 290,000 active; inhibition, % at 10 µM, or IC50 in µM where a hit was titrated;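 active = inhibition of at least 50% with at least 30 cells and total cytoplasm GFP at most 10,000,000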
SIAH1 antagonists – blockers of Siah-1 interaction with plectin peptide – biochemical, fluorescence polarization, rhodamine-plectin, uHTS, primary screen (AID 1817); 0.02% of 290,000 active; one-dose displacement, % at 20 µM; IC50 in µM for titrated hits; Siah-1 / rhodamine-plectin peptide fluorescence polarization; higher % means a stronger effect;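 active = displacement of at least 50% at 20 µM, with a fluorescence ratio check between 0.3 and a set limit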;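 note: plate controls were Siah plus tracer with DMSO for no effect and tracer alone without Siah for full effect; strong numbers were not always called active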
Numbers without * were called inactive; x = no result given; [ ] = remark or other dose. The list is partial. The share of hits here may be higher or lower than overall.

SMILES	KOR beta-arrestin-1	KOR beta-arrestin-2	GPR55 antagonists	GPR55 activation	AID2073	HIV fusion peptide	NOD1 NF-kB reporter	GPR35 antagonists	SIAH1 antagonists
Cn1c(/C=C/c2cccc(Br)c2)nc2ccccc2c1=O	-42%	-5.0%	12%	0.4%	17%	-0.8%	2%	21%	1%
COc1cc(C2CC(=O)NC3=C2C(=O)CC(C)(C)C3)ccc1O (configuration not stated)	26%	-1.0%	-7%	0.3%	1%	-1.4%	7%	-4%	-1%
O=C(C1CCC(CNS(=O)(=O)c2ccccc2)CC1)N1CCOCC1 (configuration not stated)	-5%	-6.3%	-4%	-0.1%	4%	0.4%	-5%	-9%	6%
COC(=O)CC1C(=O)NCCN1C(=O)Nc1ccc(Cl)c(Cl)c1 (configuration not stated)	-15%[20 µM]	0.6%	1%	0.2%	-2%	0.4%	22%	-5%	-1%
O=C(Cc1ncc(C(F)(F)F)cc1Cl)NCc1cccnc1	23%	-4.0%	10%	-0.1%	4%	-1.9%	-16%	-12%	7%
COc1ccccc1CNCC(=O)Nc1ccc(C#N)cc1	-19%	2.0%	1%	0.0%	3%	-1.5%	11%	2%	0%
CCOc1ccccc1NC(=O)CC1Nc2cc(C)c(C)cc2NC1=O (configuration not stated)	-2%	0.1%	4%	-0.1%	1%	4.0%	x	4%	-5%
COc1ccc(/C=N/NC(=O)c2cccc([N+](=O)[O-])c2)cc1OC(=O)c1ccc(C)cc1	-7%	-3.2%	6%	-0.1%	-3%	-0.7%	6%	3%	-5%
O=C(CN(C(=O)CNS(=O)(=O)c1ccc(F)cc1)C1CCCC1)NCc1ccco1	27%	-1.4%	7%	-0.2%	2%	-1.1%	-30%	-22%	-3%
Cc1cc(OC(=O)c2cccc(Cl)c2)c([N+](=O)[O-])c(=O)[nH]1	14%	-1.2%	3%	-0.2%	10%	0.2%	-2%	15%	3%
C/C(CCc1ccccc1)=N\NC(=O)C1C2CCCCC21 (configuration not stated)	-21%	6.5%	0%	1.3%	7%	-1.0%	10%	-6%	2%
N#Cc1c(N)n(CCNC(=O)c2ccccc2)c2nc3ccccc3nc12	8%	-1.2%	3%	0.1%	36%	6.8%	-32%	-5%	27%
COc1ccc(C(CCNCc2ccc(OC(C)C)cc2)C(C)C)cc1 (configuration not stated)	26%	-1.1%	18%	0.6%	-2%	-2.0%	5%	-2%	0%
COc1ccc(N(CC(=O)N/N=C/c2ccc3c(c2)OCO3)S(=O)(=O)c2ccc(NC(C)=O)cc2)cc1	26%	1.7%	-7%	0.2%	28%	-1.8%	15%	-7%	-5%
COc1ccc2nc(C)cc(Sc3nc4ccccc4s3)c2c1	-9%	5.0%	-8%	0.0%	2%	0.0%	48%*	15%	-1%
CCOC(=O)N1CCN(S(=O)(=O)c2ccc(C)c(C)c2)CC1	22%	-3.1%	-5%	0.2%	5%	0.0%	-25%	-5%	2%
COc1ccc(NC(=S)N(CCC(C)C)C2CCN(C(C)=O)CC2)cc1	48%	-22%	-2%	-0.2%	3%	-1.4%	10%	-5%	-1%
O=C(O)c1cn(C2CC2)c2cc(N3CCN(S(=O)(=O)c4ccc5c(c4)OCCO5)CC3)c(F)cc2c1=O	-12%[20 µM]	-9.3%	10%	-0.1%	32%	1.0%	-25%	2%	11%
CCNC(=S)NNc1nc(N2CCCCC2)nc(N2CCOCC2)n1	-23%	2.5%	-2%	0.5%	0%	-1.9%	-22%	-3%	-2%
Cc1ccccc1SCC(=O)Nc1cc(S(=O)(=O)N2CCOCC2)ccc1N1CCOCC1	3%	4.8%	-1%	0.3%	7%	-1.0%	-12%	10%	-4%
CSc1cc(C)n(-c2ccccc2)c(=S)c1C(C)=O	-3%	3.7%	5%	0.0%	-15%	0.2%	-13%	2%	-4%
Cc1ccc2occ(C(=O)c3ccco3)c(=O)c2c1	-13%	-0.6%	9%	-0.3%	10%	3.2%	-30%	-10%	3%
Cc1ccc(C(=O)N2NC(c3ccc(F)cc3)C3C(=O)N(c4ccc(C)cc4)C(=O)C32)cc1 (configuration not stated)	6%	-0.9%	-5%	-0.2%	2%	0.5%	-32%	-2%	-2%
COc1ccc(C)cc1NC(=O)CSc1nnnn1C1CCCC1	14%	-4.9%	3%	-0.2%	7%	-0.7%	-2%	6%	-3%
CN(C)C(=O)COc1ncnc2sc(-c3ccccc3)cc12	14%	-1.8%	-1%	0.0%	-6%	0.6%	-6%	4%	-4%
CCOC(=O)c1sc(NC(=O)c2ccc(S(=O)(=O)N3CCCCCC3)cc2)nc1-c1ccccc1	8%	-2.7%	13%	0.7%	16%	0.5%	42%	-13%	5%
Fc1ccccc1SCc1nnc(-c2ccccc2Br)o1	7%	-1.6%	-2%	-0.3%	31%	2.7%	-30%	2%	1%
Cn1c(=O)c(=O)n(C)c2cc(S(=O)(=O)Nc3ccc4c(c3)OCCO4)ccc21	0%	0.3%	1%	-0.1%	-4%	0.8%	-21%	-13%	-3%
COc1ccc(NC(=O)CSc2nnc(N)s2)c([N+](=O)[O-])c1	-20%	-3.0%	14%	0.2%	-7%	-1.7%	-9%	4%	-6%
Cc1nc2ccccn2c1/C(O)=C1\C(=O)C(=O)N(CCN(C)C)C1c1ccco1 (configuration not stated)	17%[20 µM]	-6.3%	7%	-0.1%	18%	1.0%	-19%	-12%	2%
COc1cc(/C=C2\SC(=S)N(Nc3ccccc3)C2=O)ccc1O	8.4µM*	-1.8%	1%	0.1%	16%	26%	-25%	19%	-9%
Cc1cnc(CN(C)Cc2c(C(=O)N3CCc4ccccc4C3)nc3ccc(Cl)cn23)[nH]1	-17%[20 µM]	x	4%	0.7%	-4%	6.9%	15%	19%	2%
COc1ccc(N(CC(=O)N2CCOCC2)S(C)(=O)=O)cc1Cl	-1%	-3.7%	-7%	-0.2%	8%	0.5%	10%	0%	-3%
Cc1nn(CC(=O)NC2CCCCC2)c(=O)c2cccn12	-34%	-1.3%	-6%	-0.1%	-8%	1.4%	2%	-11%	10%
NC(=O)c1ccc(NC(=O)COC(=O)C2(c3cccc(F)c3)CCCC2)cc1	-9%	-3.5%	3%	0.6%	4%	-1.3%	-27%	6%	2%
Cc1ccc(S(=O)(=O)Nc2ccc(Cl)cc2C(=O)c2ccc(F)cc2)cc1	11%	1.2%	15%	-0.1%	7%	3.1%	0%	-16%	3%

Structures from the list above containing a furan ring, fused or not (three):
SMILES	KOR beta-arrestin-1	KOR beta-arrestin-2	GPR55 antagonists	GPR55 activation	AID2073	HIV fusion peptide	NOD1 NF-kB reporter	GPR35 antagonists	SIAH1 antagonists
O=C(CN(C(=O)CNS(=O)(=O)c1ccc(F)cc1)C1CCCC1)NCc1ccco1	27%	-1.4%	7%	-0.2%	2%	-1.1%	-30%	-22%	-3%
Cc1ccc2occ(C(=O)c3ccco3)c(=O)c2c1	-13%	-0.6%	9%	-0.3%	10%	3.2%	-30%	-10%	3%
Cc1nc2ccccn2c1/C(O)=C1\C(=O)C(=O)N(CCN(C)C)C1c1ccco1 (configuration not stated)	17%[20 µM]	-6.3%	7%	-0.1%	18%	1.0%	-19%	-12%	2%

Next section.
SMILES	KOR beta-arrestin-1	KOR beta-arrestin-2	GPR55 antagonists	GPR55 activation	AID2073	HIV fusion peptide	NOD1 NF-kB reporter	GPR35 antagonists	SIAH1 antagonists
Nc1nnc(SCCCC(=O)c2ccc(F)cc2)s1	14%	-0.6%	1%	1.3%	5%	-2.3%	-26%	-3%	-1%
CN1C(=O)C(C)(C)c2cc(S(=O)(=O)N3CCC(C(=O)NCc4ccc(Cl)cc4)CC3)ccc21	-7%	3.4%	6%	-0.1%	-1%	-2.4%	-9%	0%	2%
O=C(O)c1cccc(NC(CNS(=O)(=O)c2ccc(Cl)cc2)c2ccccc2)c1 (configuration not stated)	-9%	0.9%	-6%	-0.2%	0%	6.8%	-16%	8%	-2%
O=C(O)c1cccc(Nc2ccncc2[N+](=O)[O-])c1	13%	-1.6%	-2%	-0.1%	6%	-1.4%	-5%	-15%	-6%
COc1cc(NS(=O)(=O)c2ccc(NC(=O)COc3ccc(C)cc3)cc2)nc(OC)n1	-13%	3.1%	9%	0.3%	-6%	2.4%	-9%	17%	1%
CC(C)(CO)NCc1ccccc1OCC(=O)Nc1ccccc1	6%	3.3%	-4%	-0.1%	8%	1.7%	-3%	0%	-1%
COc1ccccc1NC(=O)N(Cc1ccccc1)c1ccccn1	2%	0.4%	14%	-0.1%	-2%	0.1%	-15%	-16%	-4%
CN(CCc1ccccn1)C1CC(=O)N(c2ccc(Cl)cc2)C1=O (configuration not stated)	33%	3.6%	-1%	-0.2%	8%	1.0%	-11%	-9%	-9%
Cc1cc(Cl)ccc1NC(=S)NC(C)(C)C	-3%	-2.1%	8%	-0.3%	-2%	0.7%	-13%	8%	4%
Cc1ccc(CN2CCC(C(=O)Nc3cccc(-c4cccc(F)c4)c3)CC2)o1	-71%	8.2%	-6%	0.2%	4%	2.8%	1%	10%	-5%
CCCOc1ccc(N2C(=O)CC(N(Cc3ccco3)C(=O)CCC(=O)O)C2=O)cc1 (configuration not stated)	23%	-1.3%	12%	0.1%	-7%	1.1%	-9%	-7%	13%
O=C(Nc1nccs1)c1cc(Cl)nc2ccccc12	22%	5.0%	11%	-0.2%	-15%	0.2%	-11%	12%	-3%
Nn1cnnc1N/N=C/c1ccccc1C(F)(F)F	12%	-13%	1%	-0.2%	10%	0.7%	-12%	0%	6%
Cc1ccccc1CC(=O)NCCN1CCOCC1	-53%	1.5%	-16%	-0.1%	11%	0.3%	-34%	8%	2%
CCCCCc1c(O)nc(SCCN(C)C)[nH]c1=O	3%	-0.1%	14%	1.1%	6%	0.3%	-7%	-3%	1%
CNC(=O)CSCc1c(Cl)cccc1Cl	7%	-3.8%	14%	-0.1%	2%	-1.5%	-30%	13%	2%
Cn1c(Cn2c(=O)sc3ccccc32)nnc1SCc1ccc(F)cc1	20%	3.9%	-5%	1.2%	10%	-2.0%	-5%	-25%	9%
Cc1cc(N2CCCC2)ccc1/C=C1\NC(=S)N(C)C1=O	-12%	2.1%	16%	0.2%	-13%	95%*	6%	6%	-5%
CCS(=O)(=O)c1ccc2oc(SCC(=O)Nc3ccc(OC)c(OC)c3)nc2c1	5%	-1.2%	0%	-0.1%	30%	-2.2%	-29%	5%	-1%
CCCCN(c1ccccc1)S(=O)(=O)c1cccc2cccnc12	4%	0.5%	0%	-0.3%	30%	-0.3%	10%	6%	-5%
Cc1ccc(S(=O)(=O)N/N=C/c2ccc(C(=O)O)cc2)cc1	-24%	3.7%	25%	0.8%	-5%	-0.2%	-4%	7%	0%
O=C(NCCc1ccccc1)c1cc(-c2ccncc2)nc2ccc(S(=O)(=O)N3CCOCC3)cc12	6%	1.9%	16%	-0.2%	50%	0.3%	-14%	-8%	0%
O=C(CNC(=O)c1ccccc1Cl)N/N=C/C=C/c1ccccc1	-2%	-1.7%	-9%	-0.2%	-8%	-1.6%	-7%	-1%	-2%

Screens (PubChem BioAssay)
